High-throughput results from PubChem.
SKN-1 block: inhibitors of C. elegans SKN-1; C. elegans VP596 Pgst-4::GFP/RFP ratio, acrylamide-induced, 24 h; inhibition, % at 21.8 µM; 0.49% of 360,000 active; AID 624304;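 active = interference check ratio from 0.5 to 1.5 plus GFP to RFP signal ratio inhibition reaching or exceeding a fixed threshold, cut at about 30% in these data, passing the limit was not always enough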; also: some compounds called inactive have numbers as strong as hits
MsrA act: activates bovine MsrA enzyme; purified bovine MsrA, absorbance read-out; activation, % at 10.6 µM; 0.3% of 360,000 active; AID 602163; in the data active = activation above about 7.5%;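 also: 0% = vehicle and 100% = reference activator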
eLon inh: inhibitors of E. coli Lon protease; purified E. coli Lon protease, fluorescence polarization; inhibition, % at 7.94 µM; 0.42% of 360,000 active; AID 602123; P0A9M0; in the data active = inhibition above about 13%, passing the limit was not always enough;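 also: 0% = enzyme with probe and DMSO and 100% = no enzyme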
MsrA inhibitor: bovine MsrA inhibition; purified bovine MsrA, absorbance read-out; inhibition, % at 15.5 µM; 0.75% of 360,000 active; AID 651718; in the data active = inhibition above about 4.5%;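 also: 0% = vehicle wells with enzyme and 100% = reference inhibitor wells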
FAS-TE inh: inhibitors of human fatty acid synthase thioesterase domain; recombinant FAS-TE, OMFH fluorogenic substrate, fluorescence endpoint; inhibition, % at 15 µM; 0.67% of 360,000 active;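 active = compounds whose normalised, plate-corrected inhibition of enzyme fluorescence in the single-dose primary screen is 50% or more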;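 also: 0% = DMSO with enzyme and 100% = substrate without enzyme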
Neddyl block: cullin neddylation inhibition; P61081+Q13564; TR-FRET cullin neddylation, biochemical; calls only at 25 µM; 0.58% of 360,000 active; in the data active = inhibition above about 36%
Target sequence (P61081 whole entry, looked up): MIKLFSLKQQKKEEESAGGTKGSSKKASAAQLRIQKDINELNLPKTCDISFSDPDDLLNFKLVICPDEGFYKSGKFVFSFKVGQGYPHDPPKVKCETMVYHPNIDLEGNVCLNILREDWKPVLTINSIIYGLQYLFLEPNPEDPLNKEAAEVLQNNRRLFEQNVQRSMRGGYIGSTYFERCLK
Target sequence (Q13564 whole entry, looked up): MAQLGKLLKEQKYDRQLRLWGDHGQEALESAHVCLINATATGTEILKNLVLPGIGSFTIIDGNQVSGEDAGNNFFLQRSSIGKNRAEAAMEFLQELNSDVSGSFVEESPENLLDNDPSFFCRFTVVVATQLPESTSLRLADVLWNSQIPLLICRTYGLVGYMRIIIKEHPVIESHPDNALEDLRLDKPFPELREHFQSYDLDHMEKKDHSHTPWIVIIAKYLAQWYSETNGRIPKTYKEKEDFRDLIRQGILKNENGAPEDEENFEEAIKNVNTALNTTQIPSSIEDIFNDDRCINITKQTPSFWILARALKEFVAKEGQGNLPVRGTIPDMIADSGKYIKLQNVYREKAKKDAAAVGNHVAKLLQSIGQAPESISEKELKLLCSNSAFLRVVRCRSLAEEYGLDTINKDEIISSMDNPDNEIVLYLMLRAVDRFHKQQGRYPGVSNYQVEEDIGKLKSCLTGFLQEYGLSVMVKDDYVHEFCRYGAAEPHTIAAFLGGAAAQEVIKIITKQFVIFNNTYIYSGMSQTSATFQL
MT1-MMP act inh: MT1-MMP (human) activation inhibition | P50281 | GFP/RFP ratio change, % at 20 µM | HT1080 RFP-PRO-GFP cells, GFP/RFP ratio fluorescence, overnight; percent of plate control window, DMSO zero | 0.061% of 360,000 active;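 active = GFP/RFP ratio change of at least 30% with cell ATP level not reduced by more than half and red fluorescence within 50% of control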; also: strong numbers were not always called active
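Material – HT1080 RFP-PRO-GFP cells · Control set – DMSO wells and RFP-L50D-GFP cells · Incubation – overnight cell settling, then overnight compound exposure, 37 °C, 5% CO2 · Compound dosing – single-point 20 µM compound, 1% DMSO · Read-out – GFP/RFP fluorescence ratio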
CendR NRP1 mod: NRP-1/CendR interaction modulation | AID 602438 | O14786 | inhibition, % at 25 µM | 0.85% of 360,000 active | FAM-RPARPAR peptide binding to NRP-1, fluorescence polarization;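 active = inhibition or corrected inhibition above about 18%, plus a signal ratio from 0.5 to 1.5, limit read from the data, passing the limit was not always enough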; also: strong numbers were not always called active
Rin1 Abl inh: blocks binding of human Rin1 to Abl; P00519+Q13671; TR-FRET Rin1/Abl binding, biochemical; inhibition, % at 7.35 µM; 0.4% of 360,000 active; in the data active = inhibition above about 5%, passing the limit was not always enough
* marks the source's active call; other numbers are inactive results; i = inactive; nt = not tested or not shown; & = joins results of further samples.

1. OC[C@@H]1CN(Cc2cccs2)C[C@H](n2cnc3c(NCc4ccc(F)cc4)ncnc32)O1
2. COc1ccc(NC(=O)C2(C)CCN2Cc2ccc(OC)c3ccccc23)cc1OC (configuration not stated)
3. CC(C)CC(C(=O)O)C(C)CC(=O)Nc1ccn(-c2ccccc2)n1 (configuration not stated)
4. O=C(Cn1nnc(-c2ccccc2)n1)NNC(=O)c1ccccc1
5. CC1CCCC(C)N1C(=O)COC(=O)c1cncc(Br)c1 (configuration not stated)
6. N#CCSc1nnc(Cc2cccc3ccccc23)n1C1CCCCC1

Compound	1	2	3	4	5	6
SKN-1 block	8	-7	-10	2	-5	16
MsrA act	-2	0	-2	-4	-6	0
eLon inh	1	-7	1	-2	-4	-2
MsrA inhibitor	-0.3	0.0	-0.2	2.7	1.8	-1.1
FAS-TE inh	-9	19	-6	-4	-6	10
Neddyl block	i	i	i	i	i	i
MT1-MMP act inh	2	7	1	1	-6	-14
CendR NRP1 mod	5	1	-1	7	0	6
Rin1 Abl inh	2	-1	2	-2	2	-3

7. Cc1c(C(=O)Nc2ccncc2)oc2ccccc12
8. Cn1cccc1/C=C1\SC(=S)N(NC(=O)c2ccccc2)C1=O
9. CCCn1c(=O)c(C(=O)OCC)c(O)c2cc(Br)ccc21
10. COc1ccc(Nc2ncnc3nc[nH]c23)cc1OC
11. CCOCCCNC(=O)c1ccc(CS(=O)(=O)c2cccc(C(F)(F)F)c2)o1
12. OCC(O)C1OC(c2ccco2)OC(CO)C1O (configuration not stated)

Compound	7	8	9	10	11	12
SKN-1 block	7	38*	10	5	21	-8
MsrA act	-5	-5	-1	-6	-1	-6
eLon inh	-5	-342	6	-11	-3	5
MsrA inhibitor	2.0	1.5	1.3	nt	-0.2	0.5
FAS-TE inh	-5	-7	-11	-11	-8	-5
Neddyl block	i	i	i	i	i	i
MT1-MMP act inh	-5	-7	-2	2	-1	-2
CendR NRP1 mod	-7	-61	-17	6	1	8
Rin1 Abl inh	-5	-6	-1	0	2	4

13. CC(=O)NC12CC3CC(C1)CC(C(=O)OCC(=O)Nc1c(F)cccc1F)(C3)C2
14. COc1ccc(S(=O)(=O)Nc2cccc(S(=O)(=O)N3CCCC3)c2)cc1OC
15. CCCCn1c(N)c(-c2nc3ccccc3o2)c2c([N+](=O)[O-])nn(C)c(=O)c21
16. CC(NC(=O)c1ccco1)c1ccc(-n2ccnc2)cc1 (configuration not stated)
17. O=C(COC(=O)c1cccc(F)c1)Nc1ccc(Cl)cn1
18. COCCCN1C(=O)C(CC(=O)NCCCN(C)C)CC(C(=O)N(C(C)C)C(C)C)=C1C (configuration not stated)

Compound	13	14	15	16	17	18
SKN-1 block	-6	0	3	22	-1	4
MsrA act	-6	-9	5	0	-3	-1
eLon inh	-3	13	0	-3	5	-2
MsrA inhibitor	-0.2	0.8	-0.2	-0.1	1.2	-0.2
FAS-TE inh	-5	-5	1	-5	-9	-4
Neddyl block	i	i	i	i	i	i
MT1-MMP act inh	-1	1	5	4	0	5
CendR NRP1 mod	11	8	1	-5	-8	4
Rin1 Abl inh	1	-2	0	-1	1	2

One compound at a time, from the list above. Values in the order: SKN-1 block	MsrA act	eLon inh	MsrA inhibitor	FAS-TE inh	Neddyl block	MT1-MMP act inh	CendR NRP1 mod	Rin1 Abl inh
COc1ccc(S(=O)(=O)Nc2cccc(S(=O)(=O)N3CCCC3)c2)cc1OC across the screens: 0	-9	13	0.8	-5	i	1	8	-2
O=C(COC(=O)c1cccc(F)c1)Nc1ccc(Cl)cn1 across the screens: -1	-3	5	1.2	-9	i	0	-8	1

Next part:
19. CCOC(=O)C1=C(N)OC2=C(C(=O)CC(C)C2)C1c1cccnc1 (configuration not stated)
20. Cn1c(=O)n(CCO)c(=O)c2c1nc(Br)n2Cc1ccccc1
21. Cc1cccc(-n2c(-c3ccncc3)n[nH]c2=S)c1
22. Cc1ccc(C(=O)NNC2CC(=O)N(c3ccc4c(c3)OCCO4)C2=O)cc1 (configuration not stated)
23. CSc1ccc(/C=C/C(=O)c2ccc(NC(=O)C(C)C)cc2)cc1
24. O=C(c1nc2ccccc2[nH]1)c1ccccc1[N+](=O)[O-]

Compound	19	20	21	22	23	24
SKN-1 block	0	19	4	1	-16	-4
MsrA act	-1	-2	2	0	-6	-3
eLon inh	-13	13	3	-8	0	-13
MsrA inhibitor	-0.3	-0.3	1.1	1.3	2.2	0.3
FAS-TE inh	-10	-2	-7	3	9	-2
Neddyl block	i	i	i	i	i	i
MT1-MMP act inh	2	-3	5	-3	1	0
CendR NRP1 mod	15	-12	-6	4	-2	6
Rin1 Abl inh	-1	0	0	4	3	-1

(next part)
Results follow in this order: SKN-1 block, MsrA act, eLon inh, MsrA inhibitor, FAS-TE inh, Neddyl block, MT1-MMP act inh, CendR NRP1 mod, Rin1 Abl inh
[25] CCCOP(=O)(OCCC)c1nc(-c2ccccc2)oc1NCc1ccccc1
  0, 1, 3, 0.1, 18, nt, -9, -7, 4
[26] CC(C)C[C@H]1COc2cccc(N3CCC[C@H]3CO)c2S(=O)(=O)N1
  22, -1, -6, -1.0, -9, i, 3, 14, nt
[27] CCOC(=O)c1nn(-c2ccc(Cl)cc2)c2nc(CC)c(C#N)c(=O)n12
  6, -10, 2, 0.4, 21, i, -6, -20, 0
[28] CCN(CC)c1ccc(C2=NNC(=O)CC2C)cc1[N+](=O)[O-] (configuration not stated)
  24, 3, 3, 2.8, -6, i, 8, 0, -6
[29] CCn1c(SCC(=O)NC2CCCC2)nnc1C(C)NC(=O)c1ccccc1Br (configuration not stated)
  -6, -3, -11, 0.0, -2, i, 3, -3, -1
[30] CCc1nnc(NC(=O)CSc2nc(SC)ns2)s1
  -5, -3, 7, -1.8, -3, i, 1, -3, -2
[31] COc1ccc2sc3ccccc3c(=O)c2c1OC
  0, 0, 14, 0.2, -4, i, 0, -4, 1
[32] O=C(NNC(=O)C1CC=CCC1)c1ccccc1Cl (configuration not stated)
  20, -10, 4, 0.3, -1, i, 1, -6, 1
[33] COc1ccc(-c2cc(C(=O)OCC(=O)Nc3cc(C)on3)c3ccccc3n2)cc1OC
  11, 3, 0, 1.3, -5, nt, 6, 0, 1
[34] CCCc1nnc(NC(=O)c2nc(S(=O)(=O)Cc3cccc(C)c3)ncc2Cl)s1
  -8, -4, 2, 0.3, 10, i, -1, 2, 7
[35] CC(C)(C)NC(=O)Cn1nnc(-c2ccc(Cl)cc2)n1
  17, -3, -1, 1.0, -9, i, 5, 16, 6
[36] CC(=O)c1c(C)[nH]c(C(=O)Nc2nc(-c3ccc(-c4ccccc4)cc3)cs2)c1C
  0, 1, -6, 0.7, 10, i, -13, -8, 1
[37] COc1ccc(/C=N\NC(=O)c2ccccc2)cc1COc1ccc(F)cc1
  0, -1, -1, 1.1, 11, i, -1, -2, -1
[38] CCN(CCCNC(=O)CCNC(=O)Cn1cnc2ccccc2c1=O)c1ccccc1
  6, 0, -4, -0.3, -6, i, -7, 5, 1
[39] Cc1ccc(CNC(=O)CCS(=O)(=O)c2cccc3nonc23)cc1
  -6, -3, 3, -1.2, -2, i, 6, -10, -2
[40] COc1cccc2[nH]c3c(Cl)ncnc3c12
  0, -2, -5, 0.7, -12, nt, 5, 4, -1
[41] Cc1ccc(C2C(C(=O)c3cccs3)=C(O)C(=O)N2c2cccc(C)n2)cc1 (configuration not stated)
  -2, -4, -7, 1.4, 0, i, -3, 2, -3
[42] CN(Cc1cnc2nc(N)nc(N)c2n1)c1ccc(C(=O)N[C@@H](CCC(=O)O)C(=O)O)cc1
  13&-8, 3&-10, 1&1, 1.4&2.4, -4&-4, nt, -3&1, -65&-44, 3&-1
[43] CC(C)(C)C(=O)Nc1ccc(S(=O)(=O)Nc2ccccn2)cc1
  6, -4, 6, 0.9, -3, i, 4, 16, 2
[44] NC(=O)Cc1ncc(C(F)(F)F)cc1Cl
  -18, -7, -4, -1.2, -2, i, -1, -3, -3
[45] Cc1cccc(/N=C/c2c(C)[nH]n(-c3ccccc3)c2=O)n1
  -9, 0, 13, -0.8, 4, i, -3, 4, -1
[46] Cc1cccnc1NC(=O)c1ccc2c(c1)OCO2
  6, -1, 5, 1.5, -5, i, 4, 1, 0
[47] Cc1cccc(NC(=S)NC(=O)c2cccs2)n1
  -1, -7, -6, 2.2, 4, i, -2, -9, -3
[48] O=c1cc(CN2CCN(c3cccc(Cl)c3)CC2)c2cc3c(cc2o1)CCCC3
  -7, -4, 4, -0.4, 25, i, -10, -7, -1
[49] Cc1csc2c(N3CCN(C(=O)Nc4ccc(Cl)c(Cl)c4)CC3)ncnc12
  13, -4, 2, 0.4, 28, i, 3, -16, 1
[50] CCN=C1SC(CC(=O)NCc2ccccc2)C(=O)N1CC (configuration not stated)
  1, -4, -2, 0.6, -8, i, -6, 0, 0
[51] Cc1ccc([N+](=O)[O-])cc1NC(=O)C(C)NS(=O)(=O)c1ccc(F)cc1 (configuration not stated)
  8, -17, -4, -1.0, 5, i, -1, 0, 2
[52] Cc1ccc(S(=O)(=O)N(C)c2ccc(C(=O)N3CCCCC3)cc2)cc1
  -24, -11, 4, 1.1, -4, i, 6, 14, -2
[53] COc1cccc(C(O)c2nc(-c3cccc(C(F)(F)F)c3)cs2)c1 (configuration not stated)
  -18, -2, -15, -0.4, 25, i, 3, -1, -6
[54] COc1ccccc1NC(=O)CS(=O)(=O)c1cccc2nsnc12
  13, -3, -4, -0.3, -3, i, 1, 4, 2
[55] COC1CCCCC1Nc1cc(C)ccc1C (configuration not stated)
  3, 0, 17, -0.1, -5, i, 2, -3, 2
[56] COC(C(=O)NC1CC1)c1ccccc1 (configuration not stated)
  -4, -3, -1, -0.3, -4, i, 3, 5, -2

Part of the list above, in markdown:
| cpd | Compound | SKN-1 block | MsrA act | eLon inh | MsrA inhibitor | FAS-TE inh | Neddyl block | MT1-MMP act inh | CendR NRP1 mod | Rin1 Abl inh |
| --- | --- | --- | --- | --- | --- | --- | --- | --- | --- | --- |
| 46 | Cc1cccnc1NC(=O)c1ccc2c(c1)OCO2 | 6 | -1 | 5 | 1.5 | -5 | i | 4 | 1 | 0 |
| 47 | Cc1cccc(NC(=S)NC(=O)c2cccs2)n1 | -1 | -7 | -6 | 2.2 | 4 | i | -2 | -9 | -3 |
| 45 | Cc1cccc(/N=C/c2c(C)[nH]n(-c3ccccc3)c2=O)n1 | -9 | 0 | 13 | -0.8 | 4 | i | -3 | 4 | -1 |
| 53 | COc1cccc(C(O)c2nc(-c3cccc(C(F)(F)F)c3)cs2)c1 (configuration not stated) | -18 | -2 | -15 | -0.4 | 25 | i | 3 | -1 | -6 |
| 55 | COC1CCCCC1Nc1cc(C)ccc1C (configuration not stated) | 3 | 0 | 17 | -0.1 | -5 | i | 2 | -3 | 2 |
